Screens: PubChem, several laboratories
bIAP act – increases bovine intestinal alkaline phosphatase activity | actives 0.17% (n = 200,000) | purified bovine IAP, CDP-star luminescence, 30 min; active compounds read high; fold of DMSO-control signal, blank-subtracted | activation factor at 20 µM;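 active means activation factor of 2 or more at 20 µM, a signal rise over negative controls twice the positive control's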
bIAP inh – blocks bovine intestinal alkaline phosphatase activity; purified bovine IAP, CDP-star luminescence, 30 min; AID 1019; inhibition, % at 20 µM; 190,000 tested, under 10 active;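 active means over 50% inhibition of intestinal alkaline phosphatase at 20 µM in the single-dose screen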
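Assay system – bovine IAP enzyme · Quantity – bovine IAP at 1/65,000,000 final dilution · Detection – CDP-star luminescence signal · Times – 30 min reaction at room temperature · Also added – CDP-star substrate at 30 µM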
HMGR II inh – blocks class II HMG-CoA reductase of Enterococcus faecalis | purified E. faecalis HMGR, NADPH absorbance 340 nm kinetic | inhibition, % at 10 µM | actives 0.41% (n = 190,000) | AID 1066;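 active means inhibition above a set limit, the median over all tested compounds plus 3 SD, cut at about 9.5% in these data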;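 further: enzyme runs in reverse so mevalonate oxidation gives rising NADPH absorbance; 0% = complete reaction with DMSO and 100% = background rate lacking mevalonate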
TNAP inh hi DEA – inhibitors of human TNAP at high phosphate acceptor concentration; P05186; purified TNAP, CDP-star luminescence, 1 M DEA; inhibition, % at 20 µM; actives 0.03% (n = 200,000);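 active means over 50% inhibition of tissue-nonspecific alkaline phosphatase at 20 µM in the single-dose screen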;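 further: plate controls were DMSO wells for no effect and EDTA-quenched wells as full inhibition for full effect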
Target sequence (P05186 whole entry, looked up): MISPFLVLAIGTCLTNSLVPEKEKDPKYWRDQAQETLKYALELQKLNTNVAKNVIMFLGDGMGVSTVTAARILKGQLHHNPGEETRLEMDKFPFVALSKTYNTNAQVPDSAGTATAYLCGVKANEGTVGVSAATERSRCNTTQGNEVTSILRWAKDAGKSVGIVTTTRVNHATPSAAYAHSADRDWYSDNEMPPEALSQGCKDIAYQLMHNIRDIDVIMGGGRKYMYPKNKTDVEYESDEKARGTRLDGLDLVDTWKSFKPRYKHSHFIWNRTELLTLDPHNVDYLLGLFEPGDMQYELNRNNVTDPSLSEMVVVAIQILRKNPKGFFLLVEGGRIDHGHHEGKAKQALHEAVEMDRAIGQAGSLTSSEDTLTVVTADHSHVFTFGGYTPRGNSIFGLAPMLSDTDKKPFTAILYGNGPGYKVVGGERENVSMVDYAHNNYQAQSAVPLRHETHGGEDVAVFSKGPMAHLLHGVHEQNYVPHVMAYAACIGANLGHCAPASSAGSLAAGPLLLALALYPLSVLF
SRC2 TRFRET art – flags TR-FRET format artefacts in PPARgamma SRC-2 recruitment agonist screen | TR-FRET artefact counter-screen; active compounds read high | TR-FRET ratio at 8 µM | actives 0.4% (n = 200,000); in the data active means TR-FRET ratio above about 2000; further: inactives centre near 1500; reference of the scale not given here
TNAP inh no acc – inhibitors of human TNAP without phosphate acceptor | P05186 | purified TNAP, CDP-star luminescence, 30 min | AID 1012 | actives 0.26% (n = 200,000) | inhibition, % at 20 µM;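 active means tissue-nonspecific alkaline phosphatase inhibition above about 50% at 20 µM in the single-dose screen, limit read from the data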;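 further: 0% = DMSO negative control and 100% = EDTA positive control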
PPARg SRC-2 ag – promotes SRC-2 coactivator recruitment by human PPARgamma. P37231. activation, % at 8 µM. PPARgamma LBD-SRC-2 recruitment, biochemical. actives 0.34% (n = 200,000). AID 1032; in the data active means activation above about 22%;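 further: 0% = vehicle and 100% = reference agonist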
Target sequence (P37231 whole entry, looked up, the tested form may be a part): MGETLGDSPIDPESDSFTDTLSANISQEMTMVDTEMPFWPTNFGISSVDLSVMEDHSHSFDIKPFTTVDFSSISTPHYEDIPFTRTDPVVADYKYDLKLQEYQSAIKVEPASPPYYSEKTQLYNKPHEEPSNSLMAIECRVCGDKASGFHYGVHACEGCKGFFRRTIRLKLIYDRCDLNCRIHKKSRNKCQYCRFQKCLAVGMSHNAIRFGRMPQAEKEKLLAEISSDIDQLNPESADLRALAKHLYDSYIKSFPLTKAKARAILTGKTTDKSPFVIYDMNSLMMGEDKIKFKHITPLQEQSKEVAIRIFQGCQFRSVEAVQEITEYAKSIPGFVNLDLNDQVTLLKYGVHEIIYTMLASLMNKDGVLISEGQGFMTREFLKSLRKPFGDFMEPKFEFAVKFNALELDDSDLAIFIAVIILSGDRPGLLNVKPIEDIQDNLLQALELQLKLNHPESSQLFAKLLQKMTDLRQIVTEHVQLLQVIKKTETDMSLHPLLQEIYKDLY
PPARg SRC3 recr – agonists of human PPARgamma SRC-3 coactivator recruitment; biochemical PPARgamma/SRC-3 coactivator recruitment assay; activation, % at 8 µM; actives 0.26% (n = 200,000); AID 731; in the data active means activation above about 23%;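 further: 0% = DMSO and 100% = reference agonist; some compounds past the cut are filed as inactive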
TNAP act hi DEA – activators of human TNAP at high phosphate acceptor concentration; 200,000 tested, under 10 active; P05186; purified TNAP, CDP-star luminescence, 1 M DEA, 30 min; active compounds read high; 0 = EDTA background, 1 = DMSO-only activity; activation factor at 20 µM; AID 1136;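 active means activation factor at least 2 at 20 µM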
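Test system – human TNAP · Doses – 20 µM single point · Incubation – 30 min, room temperature · Signal – luminescent substrate turnover signal · Read-out basis – activation factor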
PPARg SRC1 recr – promotes SRC-1 coactivator recruitment by human PPARgamma; P37231; AID 631; actives 0.41% (n = 200,000); PPARgamma-SRC-1 coactivator recruitment biochemical assay; activation, % at 8 µM; in the data active means activation above about 19%;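 further: 0% = DMSO and 100% = reference agonist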
* marks the source's active call; other numbers are inactive results; · = not tested or not shown. Compounds were not picked by outcome. About 1.6% of those tested had a hit in this group.

Each structure is followed by: bIAP act | bIAP inh | HMGR II inh | TNAP inh hi DEA | SRC2 TRFRET art | TNAP inh no acc | PPARg SRC-2 ag | PPARg SRC3 recr | TNAP act hi DEA | PPARg SRC1 recr
COc1ccccc1NC(=O)c1ccc(NS(=O)(=O)c2ccc(F)c(Cl)c2)cc1
    0.7 | 26 | -1 | -2 | 1711 | -10 | 3 | -2 | 1 | 1
CCn1c2ccccc2c2cc(/C=N/n3cnnc3)ccc21
    1 | -4 | 0 | -2 | 1578 | -6 | 1 | 6 | 1 | 0
COc1ccc(-n2c(=O)[nH]cc(C(=O)Nc3ccccc3)c2=O)cc1
    0.9 | 7 | -6 | -3 | 1516 | -12 | 0 | -11 | 1 | -6
Cc1cc(C)nc(SCCC(=O)Nc2ccccc2)n1
    0.8 | 16 | -1 | -5 | 1775 | -10 | 6 | 8 | 1.1 | 6
Cc1ccc(-n2c(Cc3cccs3)nnc2SCC(N)=O)cc1
    0.9 | 6 | 1 | -4 | 1455 | -13 | 5 | -4 | 1 | -3
C=CCn1c(NCc2ccc(N(C)C)cc2)nc2ccccc21
    0.9 | 6 | -2 | -2 | 1619 | 1 | 4 | -1 | 1 | 2
C=CCn1c(=O)n(CCOC)c(=O)c2sc3ccccc3c21
    0.9 | 14 | 2 | -3 | 1450 | -11 | 4 | 9 | 1 | 4
O=C(c1noc2c1CCCC2)N1CCc2c([nH]c3ccccc23)C1c1ccccn1 (stereo not drawn)
    0.9 | 10 | -4 | -2 | 1401 | -4 | -6 | 0 | 1 | 2
CCCOc1cc(C)c(S(=O)(=O)NC2CC(C)(C)NC(C)(C)C2)cc1C
    0.9 | 12 | -1 | -4 | 1538 | -12 | -13 | -5 | 1 | 1
C/C(CC(=O)Nc1ccc(OCc2ccccc2)cc1)=N\NC(=O)C(=O)Nc1cccc(C)c1
    0.8 | 24 | -2 | -6 | 1486 | -23 | -5 | 1 | 1.1 | -3
Cn1c(=O)c2c(ncn2CC(=O)Nc2ccc(N3CCOCC3)cc2)n(C)c1=O
    0.9 | 6 | 2 | -7 | 1744 | -13 | -1 | 12 | 1.1 | 6
NC(=O)c1c(N)sc(=S)n1CC1CCCO1 (stereo not drawn)
    0.9 | 12 | -7 | -10 | 1670 | -19 | 1 | -7 | 1.1 | -1
CCc1cccc(CC)c1NC(=O)COC(=O)c1cccc(-c2ccc(OC(C)=O)cc2)c1
    0.8 | 19 | 0 | -2 | 1591 | -19 | 3 | 3 | 1 | 7
CN(c1ccc(OCC(=O)N2CCCCC2)cc1)S(=O)(=O)c1cccs1
    1.1 | -7 | -1 | -5 | 1291 | 2 | 5 | -4 | 1 | -6
O=C(NCc1ccco1)c1ccc(N2CCOCC2)c([N+](=O)[O-])c1
    0.9 | 13 | -6 | -1 | 1667 | -3 | -2 | 0 | 1 | 16

Copied from the list:
COc1ccc(-n2c(=O)[nH]cc(C(=O)Nc3ccccc3)c2=O)cc1 in PPARg SRC1 recr → -6
CCc1cccc(CC)c1NC(=O)COC(=O)c1cccc(-c2ccc(OC(C)=O)cc2)c1 in bIAP act → 0.8
CCn1c2ccccc2c2cc(/C=N/n3cnnc3)ccc21 in PPARg SRC1 recr → 0

Carrying on:
Each structure is followed by: bIAP act | bIAP inh | HMGR II inh | TNAP inh hi DEA | SRC2 TRFRET art | TNAP inh no acc | PPARg SRC-2 ag | PPARg SRC3 recr | TNAP act hi DEA | PPARg SRC1 recr
CCCC(=O)C1=C(O)C(C(=O)OC)C(C)(C)CC1=Nc1ccccc1 (stereo not drawn)
    1 | 1 | -3 | -3 | 1535 | -9 | 0 | 2 | 1 | 7
CC(Sc1nnc2ccccn12)C(=O)Nc1ccc2c(c1)OCCO2 (stereo not drawn)
    1.1 | -7 | 0 | -1 | 1300 | -10 | 3 | 0 | 1 | 14
O=C(CN1C(=O)c2ccccc2C1=O)Nc1ccccc1C(=O)N1CCCC1
    1.1 | -7 | -2 | -7 | 1601 | -15 | 6 | 2 | 1.1 | 2
CC(=O)c1ccc2c(c1)Nc1ccccc1S2
    0.7 | 26 | -2 | 0 | 1590 | -7 | 12 | 8 | 1 | 20
COCCNC(=O)CN1CCC(NC(=O)C(C)(C)C)CC1
    1 | 2 | -3 | 0 | 1393 | -5 | -3 | -4 | 1 | 2
COc1cccc(NC(=O)c2ccc(-c3ccccc3[N+](=O)[O-])o2)c1
    0.8 | 24 | -3 | -2 | 1532 | -2 | -9 | -3 | 1 | 4
COC(=O)c1ccc2c(=O)n(CCCCCC(=O)O)c(=S)[nH]c2c1
    0.9 | 15 | 3 | -1 | 1749 | -2 | -3 | -4 | 1 | 2
Cc1cccc(NC(=O)C2C(c3ccccc3)C2(Cl)Cl)c1C (stereo not drawn)
    1 | 3 | -7 | 1 | 1592 | -9 | 6 | 4 | 1 | 2
CCc1cc2c(N3CCN(c4nnc(CC)s4)CC3)ncnc2s1
    1 | -2 | -3 | -8 | 1361 | -6 | -5 | -9 | 1.1 | 4
O=C(Cc1ccccc1)NC1CCN(C(=O)NCc2ccccc2)CC1
    1 | 3 | -11 | -10 | 1623 | -10 | 11 | -3 | 1.1 | 4
Cc1csc(NC(=O)C2CCCN2C(=O)Oc2ccccc2)n1 (stereo not drawn)
    1 | 3 | 2 | -6 | 1451 | -11 | -1 | -4 | 1.1 | 0
CC(OC(=O)c1cccnc1Cl)C(=O)Nc1ccc2c(c1)OCCO2 (stereo not drawn)
    1.1 | -13 | -6 | -6 | 1527 | -15 | 6 | -2 | 1.1 | 2
COc1ccc(C(=O)Nc2nnc(Cc3cccs3)s2)cc1OC
    1.1 | -6 | 5 | 3 | 1660 | -6 | 7 | 4 | 1 | -1
COc1ccccc1C(=O)Oc1ccc(C(C)(C)C)cc1
    0.9 | 7 | -3 | -5 | 1639 | 3 | 4 | -2 | 1 | 1
CC1=Nn2c(nnc2-c2ccccn2)SC1
    1 | 4 | -5 | 2 | 1462 | -13 | -2 | 6 | 1 | 2

Later entries
Each structure is followed by: bIAP act | bIAP inh | HMGR II inh | TNAP inh hi DEA | SRC2 TRFRET art | TNAP inh no acc | PPARg SRC-2 ag | PPARg SRC3 recr | TNAP act hi DEA | PPARg SRC1 recr
CS(=O)(=O)N(CC(=O)N1CCCC1)c1cccc(Cl)c1
    1 | -5 | 1 | -2 | 1553 | -5 | 8 | -1 | 1 | 1
CCn1c(=O)n(CC)c2cc(S(=O)(=O)N3CCC(c4ccccc4)CC3)ccc21
    0.9 | 6 | -9 | -4 | 1420 | -8 | 1 | -2 | 1 | -3
Cc1cc(C)cc(NC(=O)c2ccccc2CC[N+](=O)[O-])c1
    1 | 0 | -2 | -6 | 1531 | -10 | 6 | 0 | 1.1 | 3
Fc1ccccc1COc1ccc(Br)cc1CNCC1CCCO1 (stereo not drawn)
    1.1 | -6 | 3 | -1 | 1434 | -7 | 3 | 2 | 1 | 2
Cc1ccc(S(=O)(=O)N(CC(O)CN2CCOCC2)c2cc(Cl)ccc2Cl)cc1 (stereo not drawn)
    1 | -3 | -3 | -6 | 1509 | -14 | 3 | -4 | 1.1 | 2
CCCC(c1nnnn1CCc1ccccc1)N1CCN(C(=O)c2ccco2)CC1 (stereo not drawn)
    1 | -1 | -5 | -5 | 1557 | -10 | 5 | 6 | 1 | 0
CCOc1ccc(NC(=S)NCc2nc3ccccc3[nH]2)cc1
    1.6 | -60 | -1 | 0 | 1659 | -34 | -1 | -1 | 1 | 10
O=c1cc(CO)oc(C(Nc2ccccn2)c2ccc(F)cc2)c1O (stereo not drawn)
    1.3 | -26 | 1 | 3 | 1529 | -15 | 6 | -2 | 1 | 3
O=C(Nc1ccc(S(=O)(=O)C(F)F)cc1)c1cccc(S(=O)(=O)N2CCOCC2)c1
    0.9 | 15 | -1 | -6 | 1407 | -12 | -2 | -4 | 1.1 | 0
O=C(NC1CC2CCCC(C1)N2CC(=O)N1CCCc2ccccc21)C1CCCCC1 (stereo not drawn)
    0.9 | 10 | -3 | -4 | 1459 | -15 | 2 | 16 | 1 | 7
Cc1cc(C(=O)CN(Cc2ccc(F)cc2)S(=O)(=O)c2ccc3c(c2)OCCO3)c(C)n1C
    0.9 | 7 | -8 | 1 | 1675 | -1 | 6 | 14 | 1 | 5
COc1ccccc1Oc1ccc(N/C=C/C(=O)C(C)(C)C)cc1
    1 | -1 | -4 | -2 | 1605 | -2 | -2 | -2 | 1 | 4
Nc1nnnn1/N=C/c1ccccn1
    1 | -4 | 0 | -2 | 1605 | -9 | 6 | 3 | 1 | -4
COc1ccc(-n2c(Cc3cccs3)nnc2SCC(=O)Nc2ccc3c(c2)OCCO3)cc1
    1 | -1 | 1 | -8 | 1436 | -18 | -3 | -17 | 1.1 | 6
CC(CC(=O)Nc1nncs1)c1ccccc1 (stereo not drawn)
    0.8 | 19 | 6 | -3 | 1488 | -12 | -1 | -1 | 1 | -3

Going on with the list.
Each structure is followed by: bIAP act | bIAP inh | HMGR II inh | TNAP inh hi DEA | SRC2 TRFRET art | TNAP inh no acc | PPARg SRC-2 ag | PPARg SRC3 recr | TNAP act hi DEA | PPARg SRC1 recr
O=C(O)c1ccc2cccnc2n1
    1 | -4 | -4 | -3 | 1378 | -11 | 1 | 3 | 1 | -3
COc1cc(/C=C/C(=O)Nc2ccccc2C(F)(F)F)cc(OC)c1OC
    0.9 | 5 | -1 | 1 | 1468 | -4 | -2 | -1 | 1 | -5
CCc1nnc(NC(=O)c2ccc(Cl)c(S(=O)(=O)N3CCc4ccccc43)c2)s1
    1.1 | -7 | -3 | -11 | 1636 | -5 | 0 | -10 | 1.1 | 1
COC(=O)c1ccc(N2CCN(S(=O)(=O)c3ccccc3)CC2)c([N+](=O)[O-])c1
    0.9 | 11 | 1 | -3 | 1535 | 11 | -1 | -1 | 1 | 0
O=C(NCc1cn2ccccc2n1)c1ccc2c(c1)OCO2
    0.9 | 9 | -5 | -7 | 1543 | -9 | 8 | -1 | 1.1 | 9
COc1ccccc1C1/C(=C(\O)c2c(C)nc3c(C)cccn23)C(=O)C(=O)N1CCCN(C)C (stereo not drawn)
    · | · | · | · | 1681 | · | 10 | 5 | · | 6
COc1ccc2c(c1)CCc1cnc(N)nc1-2
    0.9 | 6 | -6 | -5 | 1685 | -7 | 7 | 3 | 1.1 | 9
CCNc1c2c3c(cccc3n(C)c1=O)C(=O)c1ccccc1-2
    0.7 | 31 | -3 | 21 | 1551 | 16 | 4 | -1 | 0.8 | 6
CCOCc1nnc(NC(=O)c2c(OC)cccc2OC)s1
    1 | -4 | 0 | -6 | 1441 | -14 | 0 | -1 | 1.1 | 0
O=C(CSc1nc2ccccc2s1)Nc1cc(S(=O)(=O)N2CCOCC2)ccc1Cl
    1 | -2 | 2 | -6 | 1577 | -18 | 12 | 7 | 1.1 | 6
O=[N+]([O-])c1ccc(N2CCN(S(=O)(=O)c3ccccc3)CC2)cc1N1CCc2ccccc2C1
    1 | 0 | -9 | 5 | 1474 | 5 | 3 | 5 | 0.9 | 4
CCCCCn1c(C(Cc2ccccc2)NC(C)=O)nc2ccccc21 (stereo not drawn)
    1.1 | -8 | -5 | 1 | 1306 | 15 | 1 | 4 | 1 | 1

One compound at a time (already shown). Order of values: bIAP act | bIAP inh | HMGR II inh | TNAP inh hi DEA | SRC2 TRFRET art | TNAP inh no acc | PPARg SRC-2 ag | PPARg SRC3 recr | TNAP act hi DEA | PPARg SRC1 recr
CCNc1c2c3c(cccc3n(C)c1=O)C(=O)c1ccccc1-2 is entered as 0.7 | 31 | -3 | 21 | 1551 | 16 | 4 | -1 | 0.8 | 6
CCCCCn1c(C(Cc2ccccc2)NC(C)=O)nc2ccccc21 (stereo not drawn) is entered as 1.1 | -8 | -5 | 1 | 1306 | 15 | 1 | 4 | 1 | 1
